CYP2C19 inh: blockers of cytochrome P450 2C19 activity – biochemical, luminescence, ADME assay, primary screen; CYP2C19 Supersomes, luciferin-H EGE luminescence, 30 min; inhibition, % at 5 µM; 96,000 tested, 21% active; AID 778, 2007;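 active means CYP2C19 inhibition above a set limit at 5 µM in the primary screen, cut at about 50% in these data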;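 further: plate controls were negative control wells for no effect and 2.5 mM tranylcypromine positive control for full effect; values of inactives mirror those of a sister screen read the other way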
Target sequence (P33261 whole entry, looked up): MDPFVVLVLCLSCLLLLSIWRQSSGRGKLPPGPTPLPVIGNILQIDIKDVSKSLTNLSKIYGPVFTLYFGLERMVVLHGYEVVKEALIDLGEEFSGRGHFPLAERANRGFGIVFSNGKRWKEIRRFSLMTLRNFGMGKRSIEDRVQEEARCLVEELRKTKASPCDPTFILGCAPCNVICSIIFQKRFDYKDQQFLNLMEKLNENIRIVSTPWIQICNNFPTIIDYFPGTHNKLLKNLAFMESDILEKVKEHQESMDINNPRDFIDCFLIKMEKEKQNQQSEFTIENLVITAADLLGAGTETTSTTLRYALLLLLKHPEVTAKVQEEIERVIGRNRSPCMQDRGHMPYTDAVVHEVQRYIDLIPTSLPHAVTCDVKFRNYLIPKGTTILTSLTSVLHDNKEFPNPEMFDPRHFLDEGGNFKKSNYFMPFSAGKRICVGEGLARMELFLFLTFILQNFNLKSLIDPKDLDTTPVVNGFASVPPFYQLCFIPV
Candida biofilm: clotrimazole potentiators killing Candida biofilms, primary screen, with clotrimazole, Alamar Blue | C. albicans biofilm + clotrimazole | inhibition, % at 6 µM | 85,000 tested, 0.14% active | AID 834, 2007;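 active means inhibition above 20%; inactive means inhibition below 20%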;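 further: preformed 24 hr biofilms exposed to compound for 48 hr; 0% = biofilm without compound and 100% = blank killed by clotrimazole plus chlorhexidine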
HUVEC tox TNFa: cytotoxicity in TNFa-stimulated HUVEC, primary screen, cytotoxicity control for VCAM1 expression modulator project, imaging, Hoechst nuclei count; HUVEC TNFalpha-stimulated, Hoechst cell count; cell count reduction, % at 2 µM; 93,000 tested, 0.17% active; AID 848, 2007;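 active means cell count reduction exceeding the screen mean by over 5 SD, scaled to untreated wells per plate, cut at about 78% in these data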;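 further: cells counted after 24 h of TNF alpha exposure following the 1 h pretreatment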
CYP2C9 inhib: blockers of cytochrome P450 2C9 activity – biochemical, luminescence, ADME assay, primary screen. P11712. CYP2C9 Supersomes, luciferin-H conversion. inhibition, % at 5 µM. 96,000 tested, 20% active;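 active means blocking of liver enzyme CYP2C9 beyond about 50% at 5 µM, limit read from the data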; further: values of inactives mirror those of a sister screen read the other way
Target sequence (P11712 whole entry, looked up): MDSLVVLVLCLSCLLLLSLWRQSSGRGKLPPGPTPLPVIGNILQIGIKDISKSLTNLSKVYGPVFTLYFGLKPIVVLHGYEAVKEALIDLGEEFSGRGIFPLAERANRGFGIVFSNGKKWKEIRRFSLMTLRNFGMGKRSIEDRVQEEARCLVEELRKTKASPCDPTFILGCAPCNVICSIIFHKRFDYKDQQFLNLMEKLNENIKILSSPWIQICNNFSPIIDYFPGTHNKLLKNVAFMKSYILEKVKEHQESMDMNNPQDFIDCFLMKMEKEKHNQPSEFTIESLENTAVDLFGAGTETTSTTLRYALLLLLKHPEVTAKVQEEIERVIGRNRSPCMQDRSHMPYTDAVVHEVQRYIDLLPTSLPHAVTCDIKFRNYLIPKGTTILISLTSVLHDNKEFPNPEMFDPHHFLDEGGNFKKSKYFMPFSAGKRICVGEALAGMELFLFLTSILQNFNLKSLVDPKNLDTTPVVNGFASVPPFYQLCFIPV
IL1B cytotox: cytotoxicity in IL-1B stimulated HUVEC, primary screen, cytotoxicity control for IL-1B NFkB translocation project, imaging, Hoechst nuclear count, IL-1B stimulus | HUVEC cell count loss | cell count reduction, % at 2 µM | 94,000 tested, 0.41% active | AID 845, 2007;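 active means cell count reduction more than 3 SD above the screen-wide mean, cut at about 70% in these data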;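 further: normalized per plate to untreated control cells as the no-loss baseline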
CYP2C19 activ: human CYP2C19 activators, primary screen, biochemical, luminescence | Cytochrome P450 2C19 (Homo sapiens), P33261 | recombinant CYP2C19, luciferin-H EGE luminescence; stronger effect = higher value; 0 = fully inhibited enzyme, 1 = untreated enzyme | activation factor at 5 µM | 96,000 tested, under 10 active;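 active means activation factor of at least 2 at 5 µM in the primary screen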;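 further: 0 = wells with 2.5 mM tranylcypromine and 1 = vehicle-only wells; values of inactives mirror those of a sister screen read the other way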
CYP2C9 activ: human CYP2C9 activators, primary screen, biochemical, luminescence. Cytochrome P450 2C9 (Homo sapiens), P11712. recombinant CYP2C9, luciferin-H conversion; stronger effect = higher value; factor 1 = untreated enzyme, 0 = blocked. 96,000 tested, 1.4% active. activation factor at 5 µM;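 active means activation factor of 2 or more for CYP2C9 at a 5 µM dose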;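 further: 0 = sulfaphenazole-blocked wells and 1 = vehicle-only wells; values of inactives mirror those of a sister screen read the other way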
hDAT+cocaine: changed hDAT dopamine uptake under cocaine IC80, either direction, primary screen, cocaine antagonist project, cell-based, LLC-PK1 hDAT, [14C]-dopamine uptake, MLSMR; Sodium-dependent dopamine transporter (Homo sapiens), Q01959; LLC-PK1 hDAT cells, [14C]-dopamine uptake with cocaine IC80; actives deviate in either direction; B-score at 10 µM; 110,000 tested, 1.3% active; AID 449768, 2010;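 active means Z score or B-score, a plate-position-corrected score, falls beyond the plate's 99.7% confidence bounds, in either direction; inactive means both scores lie inside the 99.7% bounds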;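 further: scored against the spread of the other compound wells on the same plate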
VCAM1 TNFa inh: inhibitors of TNFa-induced VCAM1 expression, primary screen, imaging, HUVEC, TNFa stimulus, immunofluorescence. AID 802, 2007. HUVEC TNFa-induced VCAM-1 immunofluorescence, high-content imaging. 95,000 tested, 0.48% active. inhibition, % at 2 µM;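 active means inhibition above the batch mean plus 3 SD, with images confirmed as a hit by eye, cut at about 37% in these data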;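 further: 0% = TNF-stimulated DMSO wells and 100% = unstimulated control wells; not every result past the cut was called active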
* = called active by the depositor; . = no result given. Random draw from the library, and some 29% of all compounds hit somewhere here.

SMILES	CYP2C19 inh	Candida biofilm	HUVEC tox TNFa	CYP2C9 inhib	IL1B cytotox	CYP2C19 activ	CYP2C9 activ	hDAT+cocaine	VCAM1 TNFa inh
O=C(Nc1ccccc1C(=O)N1CCCCC1)c1cccc(S(=O)(=O)N2CCOCC2)c1	0	.	17	12	-13	1	0.9	-0.053	11
O=S(=O)(c1ccccc1)c1cnn2c(C(F)(F)F)cc(-c3ccc(F)cc3)nc12	-5	.	-2	4	-4	1.1	1	0.15	-2
CC(C)c1nnc(NC(=O)C2CCCN2S(=O)(=O)c2ccc(Cl)cc2)s1 (stereo unspecified)	17	3	-31	86*	17	0.8	0.1	0.52	4
O=C1Cc2cccc3cccc1c23	2	2	-8	-9	9	1	1.1	0.24	10
O=C(NCCCc1ccccc1)c1ccncc1	98*	-3	-24	93*	-10	0	0.1	0.48	16
CSc1nnc(-c2cc3c(s2)-c2ccccc2CC3)o1	11	.	-20	-11	-43	0.9	1.1	0.44	19
COc1ccc(S(=O)(=O)n2cnc3cc(C)c(C)cc32)cc1	96*	6	-18	87*	-2	0	0.1	-0.49	4
O=C(CN1CCN(S(=O)(=O)c2ccc3ccccc3c2)CC1)N1CCc2ccccc2C1	18	0	-27	-68	.	0.8	1.7	0.39	9
O=C(O)C1C2C=CC(C2)C1C(=O)NC1CCN(Cc2ccccc2)CC1 (stereo unspecified)	-2	4	12	21	24	1	0.8	-0.21	4
Cc1onc(-c2ccccc2Cl)c1C(=O)Nc1ccc2c(c1)OCO2	71*	.	-25	53*	-18	0.3	0.5	-0.17	-4
CC(=O)Nc1ccc(Sc2ncccc2C(=O)Nc2cc(Cl)cc(Cl)c2)cn1	-14	.	-20	-9	-5	1.1	1.1	-0.62	1
Cc1cc(/C=N/NC(=O)CC2(C)OCCO2)c(C)n1-c1cc(Cl)cc(Cl)c1	.	-5	-9	.	-16	.	.	0.65	2
Brc1cccc(-c2nnc3n2CCC3)c1	-5	5	-75	-22	-7	1	1.2	-0.013	-13
CCOC(=O)CSc1nnc(Cc2cc(=O)[nH]c(=O)[nH]2)n1-c1ccc(Cl)cc1	4	-4	-17	16	-66	1	0.8	-0.84	4
O=S(=O)(Nc1ccc(-c2nc3ccccc3o2)cc1)c1ccccc1	80*	8	-45	97*	12	0.2	0	0.39	8
Cc1ccc(-n2ncc3c(=O)[nH]c(SC(C)C)nc32)cc1	-1	11	-11	30	-65	1	0.7	0.065	4
COc1ccc(C=O)cc1CSc1nnc(COc2cccc3cccnc23)o1	.	6	-17	.	-17	.	.	0.83	-4
Cc1ccc(C(=O)Nc2nc(-c3cc(Cl)sc3Cl)cs2)cc1	-9	.	-10	-39	7	1.1	1.4	-0.84	6
CCn1c(COc2ccc3c(c2)CCCC3)nnc1SCC(=O)Nc1nccs1	10	6	8	7	5	0.9	0.9	-0.56	4
Cc1nn(C)cc1CN(C)C(=O)c1nn2c(c1Cl)NC(c1cccs1)CC2C(F)(F)F (stereo unspecified)	-4	7	-34	4	-12	1	1	3.5*	1
COC(=O)/C(=C(/F)Sc1cc(C)c(O)c(C)c1)C(F)(F)F	82*	2	13	94*	16	0.2	0.1	-0.075	10
CN1CCN(C2OC(=O)c3ccccc32)CC1 (stereo unspecified)	-10	4	-24	-4	-1	1.1	1	0.17	8
O=C(CSc1ccc2nnc(-c3ccc(Cl)cc3)n2n1)N1CCCC1	-11	7	.	-5	.	1.1	1.1	0.47	.
COc1ccc(OC)c(N(CC(=O)Nc2ccc3c(c2)OCCO3)S(C)(=O)=O)c1	64*	7	.	76*	.	0.4	0.2	1.4	.
CCN(CC)C(=O)COc1cccc2ccccc12	93*	10	.	-266	.	0.1	3.7*	0.052	.

Other entries:
SMILES	CYP2C19 inh	Candida biofilm	HUVEC tox TNFa	CYP2C9 inhib	IL1B cytotox	CYP2C19 activ	CYP2C9 activ	hDAT+cocaine	VCAM1 TNFa inh
COc1ccc(N2CCN(C(=O)CSc3nnc4c(C)cc5cc(C)ccc5n34)CC2)cc1	6	.	-14	35	92*	0.9	0.7	.	-5
O=c1c2c3c(sc2n2c(=S)[nH]nc2n1Cc1ccccc1)CN(Cc1ccccc1)CC3	.	1	-9	.	-3	.	.	.	5
COc1cc2nc(SCc3ccc(F)cc3)n(Cc3cccs3)c(=N)c2cc1OC	2	.	-3	55*	-9	1	0.4	-0.0054	-2
Brc1c(CSc2nncn2-c2ccccc2)nc2sccn12	21	3	-32	-12	12	0.8	1.1	1.5	18
CCOC(=O)C1CCN(S(=O)(=O)c2c(C)[nH]c(=O)[nH]c2=O)CC1	26	-5	.	-14	.	0.7	1.1	-0.5	.
Cc1cccc(OCCOC(=O)C2CCN(S(=O)(=O)c3cccs3)CC2)c1	47	4	-22	65*	6	0.5	0.3	-0.74	4
COc1ccc(Cn2c(N)c(C#N)c3nc4ccccc4nc32)cc1OC	90*	9	-23	67*	-69	0.1	0.3	0.65	19
CCOC(=O)NCc1ccc(CNC(=O)OCC)cc1	6	3	.	8	.	0.9	0.9	-0.54	.
COc1ccc(-n2c(SCC(=O)Nc3nc(C)cs3)nnc2-c2ccoc2C)cc1	.	4	-7	.	-11	.	.	1.4	9
COc1ccc(-c2c(C)oc3ccc(C)cc23)cc1	-13	.	19	-12	.	1.1	1.1	-0.53	19
CCCCCCC(=O)Nc1nc(C)c(-c2csc(Nc3cc(Cl)ccc3C)n2)s1	37	.	-23	38	-12	0.6	0.6	-1.2	4
CC(C)CCN1C(=O)c2ccc(C(=O)OCn3nnc4ccccc4c3=O)cc2C1=O	8	6	-4	10	-29	0.9	0.9	0.13	-27
O=S(=O)(c1ccc(Cl)cc1)N1CCC(N2CCCCCC2)CC1	-4	7	-12	-16	0	1	1.2	-0.72	15
NC(=O)c1ccc(NC(=O)c2ccc(CN3CCOCC3)cc2)cc1	0	4	-16	2	-15	1	1	-0.11	-3
O=C(CNS(=O)(=O)c1ccccc1Br)OCC(=O)N1CCc2ccccc21	28	.	-4	-38	-4	0.7	1.4	0.0084	-13
COc1ccc2c(c1)N1CCN=C1N2C	-15	9	-27	-2	-13	1.2	1	1.1	-1
CCc1ccc(NC(=O)c2cnc3scc(C)n3c2=O)cc1	16	2	.	-68	.	0.8	1.7	.	.
Clc1ccc(CCNc2nc3ccccc3n3nnnc23)cc1	24	3	-1	24	6	0.8	0.8	.	0
COC(=O)C1=C(C)N=C2SC(C)C(=O)N2C1c1cccc(F)c1 (stereo unspecified)	-12	0	-13	5	-5	1.1	1	0.29	18
CCc1cccc(NC(=O)CSC2=NS(=O)(=O)c3ccccc32)c1	24	8	-40	13	17	0.8	0.9	-1.6	9
CCOC(=O)CSc1nnc(CNC(=O)c2cc(OCC)c(OCC)c(OCC)c2)n1C	-11	-5	-22	0	-6	1.1	1	0.81	7
Cc1noc(C)c1CSCC(=O)N1CCN(c2ccc([N+](=O)[O-])cc2)CC1	-4	-2	-5	10	11	1	0.9	0.68	4
COc1ccc(C2=CC(c3ccc(F)cc3)n3nnnc3N2)cc1 (stereo unspecified)	52*	-2	.	93*	.	0.5	0.1	.	.
COc1ccccc1N1CCN(CC(O)COc2c(OC)cccc2OC)CC1 (stereo unspecified)	3	7	-22	6	-39	1	0.9	-1.3	24
Cc1ccc(N2C(=O)CS/C2=C(\C(Cl)=C(Cl)Cl)[N+](=O)[O-])cc1	18	0	-7	33	3	0.8	0.7	-0.59	-6

Continuation:
SMILES	CYP2C19 inh	Candida biofilm	HUVEC tox TNFa	CYP2C9 inhib	IL1B cytotox	CYP2C19 activ	CYP2C9 activ	hDAT+cocaine	VCAM1 TNFa inh
c1ccc(-n2ncc3c2ncn2nc(-c4ccco4)nc32)cc1	6	5	46	18	-33	0.9	0.8	1	22
Cc1ccc(-n2nnnc2SCn2nnc3ccccc3c2=O)cc1	18	4	-15	-42	6	0.8	1.4	-0.44	13
CCOC(=O)CSc1nc2c(c(=O)n1-c1ccc(OC)cc1)SCC2	21	3	-9	30	6	0.8	0.7	-0.87	7
Clc1ccc(-n2ncc3c(NCc4ccc5c(c4)OCO5)ncnc32)cc1	-7	11	28	-5	-14	1.1	1	-0.57	80*
CCNC(=O)c1ccc2c(c1)S(=O)(=O)c1ccccc1C2=O	22	0	-4	22	-60	0.8	0.8	0.13	6
CC1Cc2cc(/C(O)=C3/C(=O)C(=O)N(CCCN(C)C)C3c3ccncc3)ccc2O1 (stereo unspecified)	13	9	-5	4	20	0.9	1	1.2	1
CC1CN(CCC(=O)Nc2ccc3c(c2)OCO3)CC(C)O1 (stereo unspecified)	29	7	-8	12	-6	0.7	0.9	1.1	0
COc1ccc(CC(CC(=O)O)C(=O)Nc2ccc(OC)cc2)cc1 (stereo unspecified)	-8	.	-10	-1	16	1.1	1	0.0012	13
CC1(C)Cc2c(c(N3CCOCC3)nc3sc4c(NCc5ccccc5)nnnc4c23)CS1	57*	6	-11	98*	-6	0.4	0	1.2	-2
O=C(CCCCCCCC(=O)NCC1CCCO1)NCC1CCCO1 (stereo unspecified)	.	4	-3	.	-33	.	.	0.33	21
CCc1nnc(NC(=O)CCN2C(=O)c3ccccc3C2=O)s1	12	5	-11	7	-11	0.9	0.9	-0.55	15
CCOc1ccc(C(NC(=O)c2ccco2)c2ccc(OC)c(OC)c2)cc1 (stereo unspecified)	35	3	-9	33	-16	0.6	0.7	-0.057	10
Cc1ccc(-c2nn3c(C)nnc3s2)cc1NC(=O)c1ccc(-c2ccc(Cl)cc2Cl)o1	7	12	.	5	.	0.9	0.9	-0.52	.
O=C(Cn1c(=O)oc2cc(S(=O)(=O)N3CCCC3)ccc21)NCc1ccc(F)cc1	5	11	3	85*	6	0.9	0.1	-1.3	-19
CCCN1CCN(CCCNC(=O)Cn2ncc3c4ccccc4n(C)c3c2=O)CC1	.	3	-6	.	6	.	.	-0.7	-1
Cc1ccc2c(c1)c1c(n2C)-c2[nH]ncc2CC1	.	-1	-18	.	-21	.	.	0.93	-14
Cc1cc(C)c2c(n1)nn1c(NCCCn3ccnc3)cc(C)nc21	69*	-3	.	96*	.	0.3	0	.	.
Cc1ccc(C)c2[nH]c(=O)c(CN(CC3CCCO3)S(=O)(=O)c3ccc4c(c3)OCCO4)cc12 (stereo unspecified)	21	7	-18	61*	-10	0.8	0.4	0.38	-52
CC(C)OC(=O)c1ccc(Cn2nnc3ccccc3c2=O)cc1	16	1	4	31	-18	0.8	0.7	-0.22	5
CCOC(=O)c1oc2ccc(Br)cc2c1NC(=O)CN1CCN(C)CC1	5	9	-8	2	-10	1	1	1.4	12
CN(CC(=O)N1CCc2ccccc2C1)S(=O)(=O)c1ccc2c(c1)c(=O)n(C)c(=O)n2C	-17	0	.	12	.	1.2	0.9	-0.89	.

One compound at a time, from the list above. Order of screens: CYP2C19 inh	Candida biofilm	HUVEC tox TNFa	CYP2C9 inhib	IL1B cytotox	CYP2C19 activ	CYP2C9 activ	hDAT+cocaine	VCAM1 TNFa inh
`Cc1cc(C)c2c(n1)nn1c(NCCCn3ccnc3)cc(C)nc21` as listed: 69*	-3	.	96*	.	0.3	0	.	.
`CCCN1CCN(CCCNC(=O)Cn2ncc3c4ccccc4n(C)c3c2=O)CC1` as listed: .	3	-6	.	6	.	.	-0.7	-1
